Screens as filed in PubChem BioAssay.
FBPA coupling cs: inhibits coupling enzyme system, counter-screen for aldolase hits; actives 0.67% (n = 290,000); AID 2472; coupling enzyme system counterscreen, AmpLite Red fluorescence; activity change, negative = inhibition, % at 58.2 µM, hits read low; in the data active means activity change below about -30%; further: on the % scale 0 is the no-effect control and ±100 the full control effect
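Coupling enzymes only (glyceraldehyde-3-phosphate) + compound, at 57.5 uM final, 10 min RT; add substrate/coupling/AmpLite Red mix, 20 min RT; fluorescence ex 525/em 598 nm. Actives flag coupling-system interference.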
A-T KAP1 phos: candidate therapy for ataxia-telangiectasia; […] A-T fibroblasts, KAP-1 phosphorylation AlphaLISA; neocarzinostatin DNA damage 30 min before lysis; Potency, µM (top dose mostly 57.5 µM), inactives show at the top dose activation, hits mostly activators; actives 0.19% (n = 320,000); AID 485349; further: potency means the concentration at half of the fitted maximal effect; % of control where 0% means no effect; nearly all actives have a fitted effect of over 45% in size
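ATM-like activity read as KAP-1 phosphorylation via AlphaLISA donor/acceptor antibody pairs after lysis and 6 hr at 25C. Cells were ATM-null patient fibroblasts ([…], hTERT), dosed 60 min, then exposed to the DSB inducer NCS for 30 min.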
MBNL1 CUG block: blocks human MBNL1 binding to CUG repeat RNA | TR-FRET MBNL1-His/biotin-(CUG)12 binding, 665/545 ratio | Potency, µM (doses to about 57.5 µM), inactives show at the top dose activity change, negative = inhibition, hits mostly inhibitors | actives 0.036% (n = 280,000); active means well fitted inhibition curve with a large enough effect in the signal ratio, with a control signal flat, not every such curve was filed as active; inconclusive means small, poorly fitted or top-dose-only effect, or effect the other way, or a change in a side signal; inactive means no such curve, though single readings can be large or run the other way; the % refers to the signal ratio; further: potency means the concentration at half of the fitted maximal effect; on the % scale 0 is the no-effect control and ±100 the full control effect
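TR-FRET readout: Ex 340 nm, 665/545 nm emission ratio, normalized to buffer-only (basal) and MBNL1-(CUG)12 controls. Complex of MBNL1-His with Biotin-(CUG)12, compounds 92 nM–58 uM, incubated 60 min at room temperature.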
TRPV1 ag: activates the human vanilloid receptor TRPV1 | Q8NER1 | TRPV1-expressing cells, Fluo-8 calcium influx, agonist mode | activation, % at 8.33 µM | actives 0.19% (n = 320,000) | AID 540275; in the data active means activation above about 80%; inconclusive means between about 30% and that limit; further: 0% is about no effect
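Fluo-8 calcium influx in TRPV1-expressing cells, kinetic read (ex 480/em 520 nm). Compound added and read 3 min for agonist activity, followed by capsaicin at EC20 final and 2 min further read for enhancement.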
KCNH2 WT inh: inhibitors of human wildtype KCNH2 potassium channel | U2OS, BacMam KCNH2, thallium flux FluxOr; stronger effect = lower value | Q12809 | activity change, % at 1.84 µM | actives 0.37% (n = 340,000) | AID 720551;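 active means maximum activity change below -70%; inconclusive means maximum activity change between -70% and -50%; inactive means maximum activity change above -50%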; further: on the % scale 0 is the no-effect control and ±100 the full control effect
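U2OS cells transduced with wild-type KCNH2 virus are loaded with FluxOr dye for 45 min, and thallium flux is measured in kinetic reads before and after stimulation buffer. Rate constants are normalized to DMSO controls.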
GALK inh: blocks human galactokinase activity | P51570 | Purified GALK, Kinase-Glo residual ATP luminescence | Potency, µM (series often up to 57.5 µM), without a hit: top-dose activity change, negative = inhibition, usual class: inhibitors | actives 0.007% (n = 270,000) | AID 1868; further: potency means the concentration at half of the fitted maximal effect; on the % scale 0 is the no-effect control and ±100 the full control effect
Target sequence (P51570 whole entry, looked up): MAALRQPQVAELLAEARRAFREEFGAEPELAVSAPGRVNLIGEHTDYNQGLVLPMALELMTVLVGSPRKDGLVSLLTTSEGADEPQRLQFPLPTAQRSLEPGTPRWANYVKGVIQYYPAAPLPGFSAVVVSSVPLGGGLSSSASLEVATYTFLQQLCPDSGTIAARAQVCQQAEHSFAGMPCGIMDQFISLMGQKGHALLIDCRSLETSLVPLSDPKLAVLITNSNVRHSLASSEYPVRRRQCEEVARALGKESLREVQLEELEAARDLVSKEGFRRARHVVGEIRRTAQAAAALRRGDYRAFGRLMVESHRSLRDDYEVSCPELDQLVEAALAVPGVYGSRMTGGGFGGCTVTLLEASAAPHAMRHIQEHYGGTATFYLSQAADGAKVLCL
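ATP-depletion format; final 35 uM ATP, 100 uM D-galactose, 5 nM enzyme; pH 8.0 HEPES/Mg2+ buffer; 60 min RT; luminescence read 10 min after detection reagent.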
ASM inhibitor: blocks human secretory acid sphingomyelinase | actives 0.006% (n = 340,000) | AID 504937 | placental ASM, HMU-PC fluorogenic substrate, 60 min | P17405 | Potency, µM (top dose mostly 57.5 µM), for inactives: top-dose activity change, negative = inhibition, hits mostly inhibitors; further: potency means the concentration at half of the fitted maximal effect
Target sequence (P17405 47-631 limits assumed): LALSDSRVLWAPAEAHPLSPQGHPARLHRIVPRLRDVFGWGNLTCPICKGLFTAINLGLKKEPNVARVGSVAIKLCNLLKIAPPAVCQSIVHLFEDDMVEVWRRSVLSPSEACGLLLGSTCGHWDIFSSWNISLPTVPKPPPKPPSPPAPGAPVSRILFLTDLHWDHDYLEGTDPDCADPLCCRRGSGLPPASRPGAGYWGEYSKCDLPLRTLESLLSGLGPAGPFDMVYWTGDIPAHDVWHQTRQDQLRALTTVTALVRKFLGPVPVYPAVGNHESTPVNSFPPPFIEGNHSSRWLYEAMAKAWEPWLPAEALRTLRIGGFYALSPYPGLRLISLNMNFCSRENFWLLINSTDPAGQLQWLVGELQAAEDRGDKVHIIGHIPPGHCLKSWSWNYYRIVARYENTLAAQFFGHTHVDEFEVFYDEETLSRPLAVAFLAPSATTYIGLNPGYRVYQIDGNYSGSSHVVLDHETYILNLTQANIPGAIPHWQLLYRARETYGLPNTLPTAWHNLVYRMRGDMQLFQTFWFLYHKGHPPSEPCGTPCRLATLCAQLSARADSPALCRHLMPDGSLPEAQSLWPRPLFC
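Human placenta-derived ASM preincubated with compound 10 min at room temperature, then reacted with 9 uM (final) fluorogenic HMU-PC substrate for 60 min at 37 C. Stop solution raises pH to 10; fluorescence read at Ex 386/Em 447 nm.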
KCNH2 3.1 block: inhibitors of human KCNH2 3.1 potassium channel isoform; activity change, % (tested at about 1.8 µM); U2OS KCNH2 3.1, thallium flux FluxOr; stronger effect = lower value; actives 0.95% (n = 340,000);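 active means maximum activity change below -70%; inconclusive means maximum activity change from -70% to -50%; inactive means maximum activity change above -50%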;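 further: thallium influx rate constant from kinetic fluorescence after stimulation buffer; on the % scale 0 is the no-effect control and ±100 the full control effect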
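Measured as rate of thallium-driven FluxOr signal in transduced U2OS cells carrying the 3.1 channel, read kinetically for 2 min upon stimulation; values are rate constants scaled to DMSO control wells.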
MLL CXXC-DNA inh: MLL CXXC-DNA interaction inhibition; Potency, µM (top dose mostly 115 µM), for the others: at the highest dose activity change, negative = inhibition, usual class: inhibitors; MLL-CXXC / FITC-HOXA9 DNA fluorescence polarization; actives 0.037% (n = 290,000); Q03164; AID 2662; active means well fitted inhibition curve with a large enough effect in the polarisation, with a control signal flat, not every such curve was filed as active; inconclusive means small, poorly fitted or top-dose-only effect, or effect the other way, or a change in a side signal; inactive means no such curve, though single readings can be large or run the other way; the % refers to the polarisation; further: potency means the concentration at half of the fitted maximal effect
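Purified MLL-CXXC (added from a 7 uM solution) was preincubated 5 min at ambient with pinned compounds in 50 mM Tris-HCl pH 7.5, 50 mM NaCl, 1 mM DTT, 0.05% BSA. Fluorescein-labeled HOX-A9 DNA (50 nM solution) followed, 30 min, then polarization read.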
a7 integrin act: activators of alpha7 integrin expression for muscular dystrophy. alpha7betagal myoblasts, beta-gal FDG fluorescence, 48 h. Potency, µM (top dose mostly 38.3 µM), for the others: at the top dose activation, usual class: activators. actives 0.064% (n = 350,000);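 further: potency means the concentration at half of the fitted maximal effect; 100% = response of the positive control SU9516; nearly all actives have a fitted effect of over 60% in size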
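alpha7betagal+/- myoblasts (passage 13, 250/well) treated 48 h at 37C with compounds at 1:260 dilution of DMSO stock. Lysed, then beta-galactosidase activity read as FDG fluorescence (ex 480/em 540) after 30 min, with pre-read for autofluorescence.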
Active calls of the source: *; ? = inconclusive; . = not tested or not shown; [ ] = remark or other dose. Unless noted, the call rests on the fitted dose curve; in most records, active means well fitted curve in the direction sought with a large enough effect; inconclusive means small, poorly fitted or top-dose-only effect, or another doubt; inactive means no such curve, though single readings can be large; an effect the other way counts as inactive or inconclusive.

canonical_smiles | ASM inhibitor | MLL CXXC-DNA inh | FBPA coupling cs | A-T KAP1 phos | a7 integrin act | MBNL1 CUG block | KCNH2 WT inh | TRPV1 ag | GALK inh | KCNH2 3.1 block
Cn1c(=O)c2c(nc(SCc3nc(N)nc(N4CCCCC4)n3)n2C)n(C)c1=O | 1.5% | 12.8% | 2.6 | -12.0% | 21.8% | -0.4% | -2.7 | -5.2 | . | -20.0
CCCn1c(SCC(=O)N2CCCc3ccccc32)nc2c1c(=O)n(C)c(=O)n2C | -0.4% | -5.6% | 0.8 | 8.3% | -13.3% | -20.7% | -0.2 | ? | 3.3% | -8.6
CNC(=O)C1C(=S)NC(N)=C(C#N)C1c1ccccc1 (configuration not stated) | 2.0% | 3.1% | 0.9 | -0.3% | -68.6%[inhibitor] | 8.4% | 0.6 | -0.8 | 1.7% | 0.3
CCc1ccc2c(CN3CCN(S(=O)(=O)c4ccc5c(c4)OCCO5)CC3)cc(=O)oc2c1 | -5.1% | 17.0% | -3.0 | -3.4% | -14.9% | 28.1% | -6.9 | 5.0 | -0.2% | -26.3
COc1cccc(-c2ccc(NC(=O)C3CCCN(Cc4ccc(CO)o4)C3)cc2)c1 (configuration not stated) | . | -4.8% | . | 29.7% | 0.5% | -6.1% | 15.9 | -2.9 | -1.1% | -18.1
CC1CCCCN1S(=O)(=O)c1ccc(NC(=O)c2cccc(-n3cnnn3)c2)cc1 (configuration not stated) | -13.6% | -0.4% | -1.2 | 2.0% | -25.4% | 5.0% | -9.6 | 1.0 | 2.8% | 3.9
O=C1C([N+](=O)[O-])=C(O)c2cccc3cccc1c23 | . | 20.2% | -50.7* | 28.2µM* | . | ? | . | 2.2 | -2.9% | .
CN(c1nc2ccccc2n2c(C3CC3)nnc12)S(=O)(=O)c1ccccc1 | -5.3% | -16.2% | -1.0 | -10.5% | 37.9% | 0.8% | -4.9 | -0.8 | 0.5% | -7.1
COc1cccc(C(=O)Nc2ccc(C3CC3(Cl)Cl)cc2)c1 (configuration not stated) | -5.8% | ? | -9.6 | 0.9% | -9.1% | 5.7% | 1.4 | 23.7 | 2.7% | -41.0
CC1=NN(C(N)=S)C(=O)C1N=Nc1cccc(Cl)c1C (configuration not stated) | -6.0% | -16.0% | -1.2 | 3.4% | 0.0% | 2.9% | -4.6 | -2.3 | 2.3% | 18.7
Cc1ccc(C(C(=O)NC2CCCCC2)N2CCCC2)cc1 (configuration not stated) | 0.6% | -1.6% | 10.7 | -9.4% | -20.0% | -12.8% | -5.3 | 0.1 | -1.1% | 0.4
CCc1ccc(N2CC(C(=O)N3CCN(c4ccccn4)CC3)CC2=O)cc1 (configuration not stated) | -0.2% | . | . | -18.3% | -17.9% | . | -2.9 | 4.8 | . | -13.2
CC(C)SC1=NC(C)(C)C=C(/C=C/c2c(Cl)cccc2Cl)N1 | -2.6% | 22.9% | -7.1 | 1.5% | -36.9%[inhibitor] | 2.9% | 6.1 | 23.7 | 0.6% | -1.1
O=C1CCN(C(=S)NCCc2ccccc2)CC1 | 4.0% | -3.5% | 1.3 | 4.2% | -30.7%[inhibitor] | -5.8% | -8.0 | ? | 0.7% | 8.2
CCOc1ccc(CCN2C(=O)c3ccc(C(=O)O)cc3C2=O)cc1OCC | 0.6% | 10.4% | 6.9 | 8.8% | -11.0% | ? | -4.6 | -0.1 | -4.1% | -21.6
Cc1ccc(S(=O)(=O)N2CCC(C(=O)NCCN3CCOCC3)CC2)cc1C | 2.8% | 8.9% | . | 2.1% | ? | -5.1% | -5.7 | -1.2 | 5.0% | -15.7
COc1cc(C(=O)OCC(=O)NCC2CCCCC2)ccc1OCC(C)C | 4.7% | . | . | 1.9% | 18.8% | . | -3.0 | 27.1 | . | 16.7
Cc1ccc(-n2c(SCC3CNC(=O)O3)nnc2-c2ccccc2)cc1C (configuration not stated) | . | -19.1% | 0.3 | -0.7% | . | -2.1% | . | 0.2 | 3.0% | .
CC(=O)Cc1nsc(NC(=O)c2ccc(-c3cc(Cl)ccc3Cl)o2)n1 | -4.2% | -1.8% | -2.5 | -5.9% | 1.6% | . | 1.4 | ? | -1.4% | 4.9
CC(=O)NC(CC(=O)c1ccc([N+](=O)[O-])cc1)C(Cl)(Cl)Cl (configuration not stated) | -1.9% | 4.1% | 1.5 | -2.0% | 1.6% | ? | 5.3 | -1.2 | 0.9% | -25.5
O=C(Cn1c(-c2ccccn2)nc2ccccc21)NCCN1CCOCC1 | -2.2% | -2.6% | 0.2 | -4.5% | 23.4% | -8.8% | 2.4 | 0.9 | -3.5% | -15.7
Cc1cc(Br)ccc1OCCCCNC(C)(C)C | 0.1% | 9.2% | 3.3 | 2.9% | -65.0%[inhibitor] | -1.5% | 26.1 | 5.3 | 0.0% | -27.0
COc1ccc(S(N)(=O)=O)cc1C(=O)NNC(=O)C1COc2ccccc2O1 (configuration not stated) | -1.4% | . | . | 0.8% | 20.3% | . | -4.9 | . | . | -1.0
O=C1N[C@@H](Cc2ccccc2)COC(=O)[C@@H](Cc2ccc(F)cc2)C/C=C\C[C@@H]1CC(=O)N(CCO)Cc1ccccc1 | -9.8% | . | . | -4.0% | -22.2% | . | 1.5 | . | . | -31.4
C[C@@]12C(=O)N(Cc3ccccc3)CC(=O)N1[C@H]1c3ccccc3OC[C@@H]1[C@@H]2c1ccccc1 | -7.3% | . | . | -19.9% | 20.5% | . | -1.5 | ? | . | 2.3
CCC(/C=N/Nc1ccc(S(=O)(=O)N2CCCC2)cc1[N+](=O)[O-])CC | -6.8% | 0.6% | 2.5 | 0.2% | 16.7% | 9.6% | -3.0 | 0.3 | 0.5% | -3.3
c1ccc(C2=NNC(c3ccccn3)=NN2)nc1 | 2.4% | -4.9% | -21.1 | 9.1% | -12.1% | 7.0% | -2.6 | 7.5 | 4.6% | -5.6
COc1ccc(C(=O)N/N=C(\C)Cn2nc([N+](=O)[O-])cc2C)cc1 | -0.5% | -4.6% | 3.5 | -2.9% | -8.6% | 20.2% | -0.3 | -10.1 | -0.1% | 0.7
O=C(N/N=C/c1ccc([N+](=O)[O-])cc1)c1cc(C2CC2)[nH]n1 | -1.8% | 23.5% | . | 15.0% | 6.1% | -0.5% | 1.1 | 0.0 | -8.5% | 12.6
O=C(COc1ccc(-n2cnnn2)cc1)NC(=O)NCc1ccccc1 | -1.7% | 1.2% | 0.0 | 4.2% | 19.1% | 2.8% | 9.9 | 3.0 | 1.3% | -0.2
CCOC(=O)C1CCN(c2ccc([N+](=O)[O-])c(C(C)=O)c2)CC1 | -11.1% | 4.4% | 2.3 | -0.3% | -21.9% | ? | -1.4 | 0.8 | 11.5% | -3.9
Cc1ccc(-c2nc(CS(=O)(=O)CC(=O)NCCCN(Cc3ccccc3)C(C)C)c(C)o2)cc1 | 3.3% | 12.1% | 1.4 | -8.1% | -45.1%[inhibitor] | -3.5% | 1.4 | 4.4 | -5.7% | 0.0
COc1ccccc1-c1nnc(SCC(=O)NCc2cccs2)n1N | 0.8% | 19.3% | 0.9 | 3.8% | 20.6% | 8.1% | 14.6 | 1.0 | 0.2% | 4.4
COC(=O)Cn1cccc1C(=O)c1ccccc1 | -1.2% | 8.4% | 4.0 | . | -10.9%[7.66 µM] | -2.8% | -7.7 | 1.9 | -0.7% | 7.6
COc1cccc(/C=N/Nc2ncccc2[N+](=O)[O-])c1OC | -9.7% | -2.1% | 2.9 | -6.4% | -4.7% | ? | -0.9 | 0.5 | 18.2% | ?
CCN(CC)S(=O)(=O)c1ccc(NC(=O)COC(=O)c2ccc(-n3nc(C)cc3C)cc2)cc1 | -2.4% | -2.4% | 1.6 | 8.8% | -2.0% | 1.2% | 21.0 | -3.5 | -2.9% | -12.1
CCOc1cc(NC(=S)NCC2CCCO2)c(OCC)cc1NC(=O)c1ccc(OC)cc1 (configuration not stated) | 2.0% | 4.7% | -16.0 | 5.2% | -10.9% | -6.5% | -13.0 | ? | -0.7% | .

2 entries drawn at random from the list so far:
canonical_smiles | ASM inhibitor | MLL CXXC-DNA inh | FBPA coupling cs | A-T KAP1 phos | a7 integrin act | MBNL1 CUG block | KCNH2 WT inh | TRPV1 ag | GALK inh | KCNH2 3.1 block
CCC(/C=N/Nc1ccc(S(=O)(=O)N2CCCC2)cc1[N+](=O)[O-])CC | -6.8% | 0.6% | 2.5 | 0.2% | 16.7% | 9.6% | -3.0 | 0.3 | 0.5% | -3.3
COc1cccc(/C=N/Nc2ncccc2[N+](=O)[O-])c1OC | -9.7% | -2.1% | 2.9 | -6.4% | -4.7% | ? | -0.9 | 0.5 | 18.2% | ?
